Source: PubChem
TbPYK inhibitor: qHTS of Trypanosoma Brucei Inhibitors; pyruvate kinase (Trypanosoma brucei), Q57TT1; TbPYK enzyme, Kinase-Glo Plus ATP luminescence, 45 min; Potency, µM (titrated, usually from 76.8 µM), without a hit: at the top dose activity, negative = inhibition, hits mostly inhibitors; hit rate 0.12% among 410,000; further: potency means the concentration at half of the fitted maximal effect; on the % scale 0 is the no-effect control and ±100 the full control effect; nearly all actives have a fitted effect of over 50% in size
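ADP (130 uM final) triggers the TbPYK reaction after compound addition; incubation is 45 min at room temperature. Kinase-Glo Plus is then added and luminescence imaged. Normalized data are fitted to concentration-effect curves.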
LmPK inhibitor: qHTS Assay for Inhibitors of Leishmania Mexicana Pyruvate Kinase (LmPK). Q27686. purified LmPK, Kinase-Glo ATP luminescence, 1 h. Potency, µM (highest dose often 57.5 µM), without a hit: at the top dose activity change, negative = inhibition, hits mostly inhibitors. hit rate 0.37% among 290,000. AID 1721, 2009; further: potency means the concentration at half of the fitted maximal effect; on the % scale 0 is the no-effect control and ±100 the full control effect
Target sequence (Q27686 whole entry, looked up): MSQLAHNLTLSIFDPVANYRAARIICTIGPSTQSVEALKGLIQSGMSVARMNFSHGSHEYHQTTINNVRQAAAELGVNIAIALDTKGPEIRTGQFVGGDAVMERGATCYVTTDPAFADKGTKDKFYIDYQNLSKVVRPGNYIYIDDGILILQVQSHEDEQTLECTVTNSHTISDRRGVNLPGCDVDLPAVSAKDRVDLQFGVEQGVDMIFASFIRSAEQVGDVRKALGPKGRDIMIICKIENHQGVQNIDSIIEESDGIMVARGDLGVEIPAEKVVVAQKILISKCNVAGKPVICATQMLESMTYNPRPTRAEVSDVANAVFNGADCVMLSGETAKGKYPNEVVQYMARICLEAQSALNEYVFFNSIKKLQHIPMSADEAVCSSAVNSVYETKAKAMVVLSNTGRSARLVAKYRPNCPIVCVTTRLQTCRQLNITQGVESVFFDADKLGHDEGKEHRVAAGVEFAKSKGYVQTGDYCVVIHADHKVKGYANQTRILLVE
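ATP generated from ADP (0.1 mM) and PEP (0.5 mM) by 0.1 nM LmPK over 1 h at room temperature (pH 7.2 imidazole buffer) was detected by coupled luciferase luminescence. Values were normalized to uninhibited and no-enzyme wells.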
Cycloheximide cs: Cycloheximide Counterscreen for Small Molecule Inhibitors of Shiga Toxin; cell reporter, cycloheximide protein synthesis inhibition counterscreen; max response, %; hit rate 12% among 300,000; in the data active means max response mostly above about 13%, no sharp cut-off; inactive means mostly below about 14%; further: read at 38.3 µM for the half of the compounds with a filed dose; 0% is about no effect
Shiga toxin inh: A qHTS for Small Molecule Inhibitors of Shiga Toxin | inhibition, % at 38.7 µM | Vero cells, Shiga toxin protein synthesis inhibition reporter | hit rate 9.2% among 290,000; in the data active means inhibition mostly above about 28%, no sharp cut-off; inactive means mostly below about 43%; further: 0% is about no effect
AmpC no deterg: qHTS Inhibitors of AmpC Beta-Lactamase (assay without detergent) | AmpC nitrocefin hydrolysis, absorbance 480 nm, 0.0001% Triton | hit rate 0.52% among 330,000 | AID 485341, 2010 | P00811 | Potency, µM (doses to about 57.1 µM), inactives show at the highest dose activity change, negative = inhibition, hits mostly inhibitors;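 further: potency means the concentration at half of the fitted maximal effect; plate controls were no compound for no effect and no enzyme for full effect; nearly all actives have a fitted effect of over 20% in size; some results filed as inactive show a strong effect at the top dose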
Target sequence (P00811 whole entry, looked up): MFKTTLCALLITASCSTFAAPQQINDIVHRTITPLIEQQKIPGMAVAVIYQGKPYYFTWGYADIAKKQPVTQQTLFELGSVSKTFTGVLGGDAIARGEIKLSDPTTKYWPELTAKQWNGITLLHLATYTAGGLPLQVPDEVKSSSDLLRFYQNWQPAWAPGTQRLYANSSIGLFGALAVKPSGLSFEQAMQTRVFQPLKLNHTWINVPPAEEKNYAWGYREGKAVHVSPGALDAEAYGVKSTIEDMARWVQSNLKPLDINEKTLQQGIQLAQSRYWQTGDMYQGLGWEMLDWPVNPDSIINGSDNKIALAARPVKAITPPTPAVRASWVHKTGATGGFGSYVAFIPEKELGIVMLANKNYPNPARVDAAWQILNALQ
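20 mM phosphate pH 7.0 + 0.01% (detergent screen) or 0.0001% Triton X-100; 5.3 nM AmpC reagent; cpd preinc 15 min RT; nitrocefin (800 uM stock) to start; A480 q20 s × 4 min; Activity was normalised to no-enzyme and no-compound control wells.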
Pf growth 96h: Primary qHTS for delayed death inhibitors of the malarial parasite plastid, 96 hour incubation. P. falciparum luciferase reporter growth, 96 h. Potency, µM (titrated, usually from 28.7 µM), for the others: at the top dose activity change, negative = inhibition, usual class: inhibitors. hit rate 6.9% among 320,000. AID 504834, 2011; further: potency means the concentration at half of the fitted maximal effect; on the % scale 0 is the no-effect control and ±100 the full control effect
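Luminescence readout: decreased luciferase signal marks inhibited growth of reporter-expressing P. falciparum in infected red cells (2% hematocrit, 0.05% parasitemia final), exposed to compound two generations (96 h, 37 C, 5% CO2).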
Pf growth 48h: Primary qHTS for delayed death inhibitors of the malarial parasite plastid, 48 hour incubation. P. falciparum luciferase growth in erythrocytes, 48 h. Potency, µM (doses to about 28.7 µM), for the others: top-dose activity change, negative = inhibition, usual class: inhibitors. hit rate 5.9% among 310,000. AID 504832, 2011; further: potency means the concentration at half of the fitted maximal effect; on the % scale 0 is the no-effect control and ±100 the full control effect
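Compounds are pin-transferred into medium, infected erythrocytes (2% hematocrit, 0.1% parasitemia final) are added, and plates sit one parasite generation at 37 C in 5% CO2. Detection reagent is then added and luminescence measured.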
* hit, by the source's call; ? = inconclusive; nt = no result given; & = joins results of further samples; [ ] = dose if it differs, or a comment. Unless noted, the call rests on the fitted dose curve; in most records, active means well fitted curve in the direction sought with a large enough effect; inconclusive means small, poorly fitted or top-dose-only effect, or another doubt; inactive means no such curve, though single readings can be large; an effect the other way counts as inactive or inconclusive. An unsorted share of the library. Share with any hit: about 22%.

Screens in order: Pf growth 48h	Cycloheximide cs	Shiga toxin inh	LmPK inhibitor	Pf growth 96h	AmpC no deterg	TbPYK inhibitor
> COc1ccccc1CN(C)CC(=O)NC(=O)NC1CCCCC1
→ ?	nt	nt	nt	?	15.3%	1.8%
> Cc1ccccc1-n1ccnc1SCC(=O)NCc1ccco1
→ 18.0%	2.2	-3.2	3.9%	-32.4%	-18.8%	-4.1%
> Cc1c(NC(=O)COc2cccc3c2OC(C)(C)C3)c(=O)n(-c2ccccc2)n1C
→ -1.6%	-7.1	5.7	-2.7%	0.0%	-12.4%	4.2%
> CCN1CCN(C(=O)Cc2c(C)n(C(=O)c3ccc(Cl)cc3)c3ccc(OC)cc23)CC1
→ ?	-1.4	-1.3	-1.1%	?	51.8%[11.4 µM]	-17.3%
> C=CCn1cc(C(=O)NCc2cccnc2)c(=O)c2cc(S(=O)(=O)N(CC)CC)ccc21
→ nt	-1.2	27.4	15.4%	29.4%	83.5%[activator]	-0.9%
> O=C(N/N=C/c1cccnc1)C1CCCCC1
→ 6.4%	22.6	-2.8	7.3%	19.5%	-14.5%	1.0%
> COc1ccc(C(CNC(=O)COc2cccc(C)c2)N2CCCC2)cc1 (centres undefined)
→ ?	nt	nt	nt	13.1µM*	-0.6%	0.0%
> O=C(COC(=O)c1ccc(Br)o1)NCc1ccc(F)cc1
→ -18.1%	nt	nt	nt	?	-0.8%	0.0%
> Cc1noc(C)c1COc1cccc(C(=O)OC(C)C(=O)Nc2c(C)n(C)n(-c3ccccc3)c2=O)c1 (centres undefined)
→ 38.3%	7.8	14.8	-2.9%	20.6%	40.1%	-7.6%
> COc1ccc(C2=NOC(C(=O)Nc3c(C)n(C)n(-c4ccccc4)c3=O)C2)cc1 (centres undefined)
→ nt	-1.3	-9.0	12.1%	?	-1.1%	1.3%
> O=Cc1c(NCc2ccc(Cl)cc2)c2ccccc2[nH]c1=O
→ 31.7%[activator]	-2.5	-8.3	2.5%	?	-39.3%	8.0%
> Cc1ccccc1Nc1sc(C(=O)Nc2cccc(Cl)c2)c(N)c1C(N)=O
→ 0.7%	-5.0	9.6	0.7%	?	-38.0%	-2.3%
> CCOc1ccc(CCNC(=O)COC(=O)c2sccc2C)cc1OCC
→ -11.3%	nt	nt	nt	?	24.4%	2.7%
> COc1ccc(NC(=O)CCN2CCN(S(=O)(=O)c3ccc(Cl)cc3)CC2)cc1
→ ?	-0.5	-3.5	3.3%	nt	27.8%	-2.2%
> NS(=O)(=O)c1ccc(-c2ccc(/C=N/Nc3ccc(C(=O)O)cc3)o2)cc1
→ 113.3%[activator]	41.4*	17.9	4.3%	50.8%[activator]	-40.5%	-8.3%
> COc1c(C(CC(C)C)OC(C)=O)ccc2c1C(=O)OCc1cc(C)cc(O)c1O2 (centres undefined)
→ 8.28µM*	-4.3	33.0	1.0%	108.3%[activator]	-7.6%	3.6%
> CCOc1cc(NC(=S)Nc2ccccc2OC)c(OCC)cc1NC(=O)c1ccccc1C
→ ?	3.8	-10.6	7.9%	?	-23.3%	-0.9%
> COc1nc(-c2ccccc2)cc(-c2ccccc2)n1
→ 8.9%	2.8	7.4	8.2%	?	-17.9%	-18.4%
> O=C(CN1C(=O)NC2(CCCC2)C1=O)OCc1ccc(Cl)c(Cl)c1
→ 7.7%	nt	nt	nt	43.5%[activator]	11.4%	-2.4%
> CCN(CC)CCNC(=O)Cn1c(-c2ccccn2)nc2ccccc21
→ -8.5%	17.5	-11.7	1.2%	353.2%[activator]	0.4%	-18.2%
> CCOc1ccc(N2CC(C(=O)N3CCc4ccccc43)CC2=O)cc1 (centres undefined)
→ -2.6%	4.4	-11.8	-3.1%	65.6%[activator]	36.6%	-0.9%
> O=C1COc2cc(ccc2[N+](=O)[O-])Oc2ccc(cc2Cl)C(=O)CCCCO1
→ ?	nt	nt	nt	42.0%[activator]	-10.2%	-5.6%
> COc1ccc(C)cc1NC(=O)COC(=O)Cc1ccc(-c2ccccc2)cc1
→ 1.8%	1.3	-0.2	1.3%	-17.8%	-24.3%	-1.3%
> c1cc2c(c(N3CCNCC3)c1)OCCO2
→ 2.1%	-2.0	-1.9	nt	-21.7%	nt	-5.9%
> CCN1CCN(c2cc(C)c3cc(NC(=O)CCC(=O)N4CCN(c5ccccc5OC)CC4)ccc3n2)CC1
→ ?	17.2*	3.7	-1.4%	88.3%[activator]	152.1%[activator]	-2.9%
> CCOc1ccc(CCNC(=O)COC(=O)c2c(C)nn(-c3ccccc3)c2C)cc1OCC
→ ?	-2.3	10.1	3.7%	?	153.3%[activator]	-3.1%
> CCCC(=O)N=C1SC2CS(=O)(=O)CC2N1c1ccc(C(C)=O)cc1 (centres undefined)
→ -4.1%	1.0	11.9	1.8%	1.4%[5.75 µM]	-3.0%	0.3%
> CCN=C(NCC)SC1CC(=O)N(c2ccc(OCC)cc2)C1=O (centres undefined)
→ ?	1.3	-0.1	2.2%	-0.4%	-17.9%	2.7%
> COCCNC(=O)Cn1cnc2c(cnn2-c2ccc(C)cc2)c1=O
→ -0.9%	-2.8	-1.9	-7.1%	?	-12.0%	-12.8%
> O=C(c1ccccc1C(F)(F)F)N1CCN(S(=O)(=O)c2ccccc2)CC1
→ 4.9%	-3.4	-11.4	0.7%	-17.0%	12.5%	5.2%
> CCCOC(=O)CSc1nnc(-c2ccccc2Cl)o1
→ 22.0%	9.4	18.7	0.1%	?	-2.8%	2.4%
> CN(c1ccccc1)S(=O)(=O)c1ccc(Cl)c(C(=O)NCC(c2ccco2)N2CCCC2)c1 (centres undefined)
→ ?	nt	nt	nt	?	70.4%[activator]	1.6%
> c1ccc(CCc2nn3c(Cc4ccccc4)nnc3s2)cc1
→ ?	8.2	-10.5	4.2%	-5.3%	22.3%	-25.4%
> CSCCC(NS(=O)(=O)c1ccccc1F)C(=O)N1CC=C(c2ccccc2)CC1 (centres undefined)
→ ?	-2.4	-9.3	-4.3%	?	7.9%	12.4%
> O=C(c1ccc(N2CCN(C(=O)c3ccccc3)CC2)cc1)c1cccc(F)c1
→ ?	-2.3	-5.2	-2.3%	-0.3%	37.1%	5.3%
> COC(=O)C(CC(C)C)NC(=O)/C=C/c1ccccc1Cl (centres undefined)
→ 13.1µM*	-2.7	-5.8	0.4%	-23.4%	-18.7%	-9.4%
> COCCCNC(=O)c1ccccc1C(F)(F)F
→ 95.6%[activator]	-1.8	-1.9	0.4%	46.3%[activator]	-3.3%	-24.8%
> C[N+]1(C)CCC[C@@H](OC(=O)C(O)(c2ccccc2)c2ccccc2)C1
→ 1.0%[12.8 µM]	nt	nt	nt	1.1%[12.8 µM]	nt	0.1%[33.2 µM]
> CC(C)(C)C(=O)/C=C/Nc1ccccc1O
→ ?	7.9	31.7	0.8%	nt	-24.8%	-4.8%
> COC(=O)c1cc(=O)nc2sc3cc(OC)ccc3n12
→ 17.8%	-1.6	-6.3	-3.7%	5.7%	-13.4%	-6.5%

Rewritten in markdown: two of the compounds above.
| canonical_smiles | Pf growth 48h | Cycloheximide cs | Shiga toxin inh | LmPK inhibitor | Pf growth 96h | AmpC no deterg | TbPYK inhibitor |
| --- | --- | --- | --- | --- | --- | --- | --- |
| O=C(c1ccccc1C(F)(F)F)N1CCN(S(=O)(=O)c2ccccc2)CC1 | 4.9% | -3.4 | -11.4 | 0.7% | -17.0% | 12.5% | 5.2% |
| CCN1CCN(c2cc(C)c3cc(NC(=O)CCC(=O)N4CCN(c5ccccc5OC)CC4)ccc3n2)CC1 | ? | 17.2* | 3.7 | -1.4% | 88.3%[activator] | 152.1%[activator] | -2.9% |

(next part)
Screens in order: Pf growth 48h	Cycloheximide cs	Shiga toxin inh	LmPK inhibitor	Pf growth 96h	AmpC no deterg	TbPYK inhibitor
> Cc1ccc(NC(=O)C(C)c2cccc(C(=O)c3ccccc3)c2)cc1 (centres undefined)
→ 2.1%	26.6*	42.0	0.1%	?	-34.8%	-3.7%
> CC(C)C(NC(=O)c1ccccc1F)C(=O)NCc1ccc(F)cc1 (centres undefined)
→ 6.9%	-4.6	-8.3	-1.5%	21.0%	-10.2%	1.7%
> COc1ccc(OC)c(C(=O)CSc2nnc(-c3ccc(OC)c(OC)c3)o2)c1
→ -13.8%	-4.6	2.4	-6.2%	10.8%	-19.2%	nt
> CC1(C)CC(/C=C/c2ccccc2)=Nc2ccccc2N1
→ ?	52.3*	83.3*	-6.9%	?	-4.9%	-9.0%
> Cc1c(NC(=S)NC(=O)c2ccc(Br)o2)c(=O)n(-c2ccccc2)n1C
→ 3.4%	7.3	-3.0	2.1%	-40.0%[5.75 µM]	-2.5%[2.29 µM]	-2.5%
> CCN(CC)S(=O)(=O)c1cccc(C(=O)N[C@@H](C)c2nc3ccccc3[nH]2)c1
→ ?	3.4	-0.6	3.8%	?	-15.7%	nt
> COc1cc(Cl)c(C)cc1NC(=O)CSc1ccc(C)cc1
→ -15.0%	-1.1	-14.9	0.1%	-0.4%	-31.4%	-3.0%
> O=C(Nc1ccccc1N1CCOCC1)c1ccc(Cl)c(S(=O)(=O)N2CCCC2)c1
→ ?	nt	nt	nt	?	-18.5%	-1.9%
> O=C(/C=C/c1ccccc1)c1ccc2c3c(cccc13)CC2
→ -95.8%	29.8*	73.6*	0.7%	?	-33.8%	2.5%
> Cc1ccc(NS(=O)(=O)c2cccc(C(=O)NNC(=O)c3ccco3)c2)c(C)c1
→ 8.0%	nt	nt	nt	6.9%	-28.4%	6.4%
> CCOc1ccc(C2N(c3ccc(OC)cc3)C(=O)C3CCCN32)cc1OC (centres undefined)
→ nt	-5.9	-5.8	-0.7%	17.6%	1.1%	-1.5%
> O=C(NCc1ccc(F)cc1)C(=O)NCC1OCCCN1S(=O)(=O)c1cccs1 (centres undefined)
→ -11.1%	-3.5	-4.4	-3.9%	-3.3%	-30.7%	3.9%
> Cc1onc(-c2c(F)cccc2Cl)c1C(=O)Nc1cccc(S(=O)(=O)NCc2ccco2)c1
→ -26.0%	38.3*	58.6*	-1.6%[11.5 µM]	?	-25.7%	-0.5%
> CC(C)c1ccc(OCC(O)CN2CCN(c3ccccc3)CC2)cc1 (centres undefined)
→ 19.6%	20.1	22.8	-1.4%	?	53.8%	-1.9%&10.5%
> Nc1c(-c2cccc(Cl)c2)cnc2c(-c3ccccc3)cnn12
→ 195.9%[activator]	45.4*	64.2*	7.2%	257.4%[activator]	-34.3%	-1.3%
> O=c1c2ccccc2nnn1CSc1nnc(C2COc3ccccc3O2)n1-c1ccccc1 (centres undefined)
→ ?	-2.4	-9.5	2.0%	105.2%[activator]	3.5%	0.7%
